hIAP inh = human IAP inhibition; P09923; purified IAP, CDP-Star luminescence, 30 min; inhibition, % at 10 µM; actives 0.12% (n = 330,000); AID 2544;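 active = inhibition reaching a set limit with compound at 10 µM in the primary screen, cut at about 35% in these data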;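 also: plate controls were DMSO wells with enzyme for no effect and no-enzyme buffer wells for full effect; values of inactives mirror those of a sister screen read the other way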
Target sequence (P09923 whole entry, looked up): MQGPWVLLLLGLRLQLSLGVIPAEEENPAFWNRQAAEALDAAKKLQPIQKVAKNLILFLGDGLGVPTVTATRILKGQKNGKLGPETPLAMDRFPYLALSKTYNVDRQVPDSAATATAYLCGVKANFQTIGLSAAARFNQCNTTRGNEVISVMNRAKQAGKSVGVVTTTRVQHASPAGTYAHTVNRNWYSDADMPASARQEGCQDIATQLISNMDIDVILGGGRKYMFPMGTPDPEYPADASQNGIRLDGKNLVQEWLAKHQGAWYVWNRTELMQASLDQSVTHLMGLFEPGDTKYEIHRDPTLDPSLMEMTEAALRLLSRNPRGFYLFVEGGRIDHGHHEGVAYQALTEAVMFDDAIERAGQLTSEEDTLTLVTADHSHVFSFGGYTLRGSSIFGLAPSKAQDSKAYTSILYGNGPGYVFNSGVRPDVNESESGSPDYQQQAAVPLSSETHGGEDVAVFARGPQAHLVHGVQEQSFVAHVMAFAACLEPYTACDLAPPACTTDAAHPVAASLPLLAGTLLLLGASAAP
MPTP block = permeability transition pore inhibition. isolated mouse mitochondria, Ca2+ swelling absorbance, 30 min. inhibition, % at 10 µM. actives 1.4% (n = 360,000);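 active = inhibition of 50% or more, scaled per plate between neutral and stimulator controls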;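 also: 0% = DMSO wells given calcium and 100% = 1 mM EGTA wells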
A3G deaminase = blocks human APOBEC3G single-stranded DNA deamination; AID 493012; recombinant A3G, ssDNA deamination FAM/TAMRA fluorescence; inhibition, % at 20 µM; actives 0.28% (n = 330,000); Q9HC16;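 active = inhibition of at least 40% at 20 µM, with no more than 30% in the related APOBEC3A deaminase screen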;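 also: plate controls were DMSO wells with A3G for no effect and wells lacking A3G enzyme for full effect; some compounds called inactive have numbers as strong as hits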
Target sequence (Q9HC16 whole entry, looked up): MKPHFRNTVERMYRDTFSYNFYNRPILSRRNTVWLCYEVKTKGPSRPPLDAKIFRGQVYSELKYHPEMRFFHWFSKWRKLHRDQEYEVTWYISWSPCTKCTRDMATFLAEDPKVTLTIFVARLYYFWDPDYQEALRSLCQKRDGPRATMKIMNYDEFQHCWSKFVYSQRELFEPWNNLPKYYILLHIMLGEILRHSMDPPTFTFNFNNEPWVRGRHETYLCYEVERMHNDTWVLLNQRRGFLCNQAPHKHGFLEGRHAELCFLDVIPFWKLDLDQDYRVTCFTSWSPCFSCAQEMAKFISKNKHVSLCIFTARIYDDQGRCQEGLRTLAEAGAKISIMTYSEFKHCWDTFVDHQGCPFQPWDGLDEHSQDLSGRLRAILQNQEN
hIAP act = human IAP activation; activation factor at 10 µM; purified human IAP, CDP-Star luminescence, 30 min; stronger effect = higher value; 1 = vehicle-only enzyme, 0 = enzyme-free background; P09923; actives 0.16% (n = 330,000);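 active = activation factor of the enzyme at least 2-fold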; also: the source names both 10 and 20 µM as test concentration; values of inactives mirror those of a sister screen read the other way
beta cell repl = inducers of beta-cell replication in MIN6 cells; MIN6 cells proliferation, ATPlite luminescence, 48 h; cells starved in 0.2% serum; 100% = growth in 10% serum; proliferation, % at 10 µM; actives 0.29% (n = 330,000); AID 2380;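 active = compounds whose signal lies at least 3.5 SD above the mean of all wells on their plate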;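 also: 0% = DMSO-treated cells in low-serum medium and 100% = 10% serum control; some compounds called inactive have numbers as strong as hits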
mIAP activ = mouse IAP activation; muIAP, CDP-Star luminescence, 30 min; stronger effect = higher value; 1 = vehicle-only enzyme signal, 0 = enzyme-free wells; activation factor at 10 µM; actives 0.24% (n = 330,000); AID 2805;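 active = activation factor of at least 2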; also: the source names both 10 and 20 µM as test concentration; values of inactives mirror those of a sister screen read the other way
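Assay system: mouse IAP enzyme / Compound: DMSO-dissolved test compounds / Timing: 30 min, room temperature / Measured by: luminescence from enzymatic CDP-Star hydrolysis / Control set: DMSO-only wells, enzyme-free buffer wells as negative control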
mIAP block = mouse IAP inhibition. inhibition, % at 10 µM. AID 2806. purified mouse IAP, CDP-Star luminescence, 30 min. actives 0.2% (n = 330,000);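 active = inhibition of at least 40% at 10 µM in the primary screen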;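 also: plate controls were DMSO with enzyme for no effect and no enzyme wells for full effect; values of inactives mirror those of a sister screen read the other way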
NR3A LBD binder = modulates the human NR3A ligand-binding domain; NR3A LBD differential scanning fluorimetry, Tm shift; 0% = protein alone, 100% = glycine-bound protein; Tm shift relative to glycine control, % at 25 µM; actives 2.5% (n = 340,000);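 active = melting temperature shift of at least 10% of the positive control shift, at one fixed dose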
A3A deaminase = inhibitors of human APOBEC3A DNA deaminase; P31941; recombinant A3A, FAM/TAMRA ssDNA deamination fluorescence; inhibition, % at 20 µM; actives 0.41% (n = 330,000); AID 493011;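 active = at least 40% inhibition at 20 µM here, with at most 30% in a related deaminase screen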;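 also: plate controls were A3A with DMSO for no effect and wells lacking A3A enzyme for full effect; some results filed as inactive read as strong as hits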
Starred values were filed as active, the others as inactive; x = not tested or not shown.

SMILES	hIAP inh	MPTP block	A3G deaminase	hIAP act	beta cell repl	mIAP activ	mIAP block	NR3A LBD binder	A3A deaminase
O=C(CCN1C(=O)/C(=C/c2ccccc2)SC1=S)NCCc1ccc(O)cc1	22	11	-1	0.78	-7	0.9	10	17*	-4
O=C(Nc1ccc(Br)cc1)c1cccc(S(=O)(=O)Nc2ccccn2)c1	8	-0.2	-4	0.92	0	0.78	22	7	-3
O=C(NCc1ccc(-n2cccc2)cc1)c1cccc(F)c1	6	-5.8	-2	0.94	0	1.1	-11	0	1
O=S(=O)(c1ccccc1)N1CCN=C1SCc1c(F)cccc1Cl	15	0.0	2	0.85	-6	0.97	2	3	4
COc1cc(-c2nc3c[n+](CC(=O)c4ccccc4)ccc3n2C)cc(OC)c1OC	-12	-0.4	-3	1.1	0	1	0	-5	3
O=C(CSc1cccc(C(F)(F)F)c1)NCc1ccccc1	5	-12	2	0.95	3	1.1	-5	-1	4
CN(C)c1cccc(C(=O)OCC(=O)NCC2CCCO2)c1 (stereo unspecified)	-17	-0.7	-5	1.2	-3	1	-5	0	0
COc1cc(CNC2CCCC2)cc(Cl)c1OCc1ccc(F)cc1	-6	15	4	1.1	-5	0.92	8	-3	-2
O=C1CN(CC(=O)NC2CCCc3ccccc32)CCN1 (stereo unspecified)	-7	0.1	-7	1.1	-3	0.94	6	-2	-2
COc1ccccc1N1CCN(C(=O)c2ccc(COc3cccc4c3OC(C)(C)C4)cc2)CC1	-15	-2.7	-6	1.1	-5	0.99	1	-2	-1
Cc1c(Cl)c(C(=O)NNC(=S)Nc2ccc(F)cc2)nn1C	-52	0.9	-2	1.5	0	0.84	16	-1	0
CCOC(=O)C1(CCCc2ccccc2)CCN(C(=O)Cn2nc(C)nc2C)CC1	15	9.1	-5	0.85	-1	1	-1	-1	1
Cc1ccc(CN2CCN(c3cccc4[nH]ccc34)CC2)cc1	6	1.1	-4	0.94	-4	1.1	-12	0	0
COc1cc(C(=O)OCC(=O)NC2CCCCCC2)ccc1OCC(C)C	2	0.6	-7	0.98	11*	1	-1	-1	-4
CCOC(=O)C1(CCOc2ccccc2)CCN(Cc2cccn2-c2ncccn2)CC1	0	-0.3	-2	1	-2	1	-1	-1	2

Part of the list above, comma-delimited.
structure,hIAP inh,MPTP block,A3G deaminase,hIAP act,beta cell repl,mIAP activ,mIAP block,NR3A LBD binder,A3A deaminase
COc1cc(CNC2CCCC2)cc(Cl)c1OCc1ccc(F)cc1,-6,15,4,1.1,-5,0.92,8,-3,-2
O=C1CN(CC(=O)NC2CCCc3ccccc32)CCN1 (stereo unspecified),-7,0.1,-7,1.1,-3,0.94,6,-2,-2

(continued)
SMILES	hIAP inh	MPTP block	A3G deaminase	hIAP act	beta cell repl	mIAP activ	mIAP block	NR3A LBD binder	A3A deaminase
O=C(CCNc1ccc(Cc2ccncc2)cc1)c1cccc([N+](=O)[O-])c1	8	0.9	1	0.92	-6	1	-4	-25	-1
Cn1nc([N+](=O)[O-])nc1S(C)(=O)=O	-13	-1.7	10	1.1	-5	0.56	44*	-1	88*
Cn1c(=O)n(CCCOc2ccc(Cl)cc2)c2ccccc21	18	0.8	3	0.82	-3	1	-4	-6	0
Cc1ccc(CCNC(=O)c2nnn(-c3cc(C)cc(C)c3)c2N)cc1	4	-0.1	-4	0.95	-1	1.1	-13	-6	-3
COc1ccc(S(=O)(=O)Nc2nnc(C)s2)cc1	-9	1.2	-2	1.1	-1	1	-4	0	1
OC(COCc1cccs1)CN1CCN(c2cccc(Cl)c2)CC1 (stereo unspecified)	-8	-0.9	-10	1.1	-2	0.99	1	-5	-3
COc1ccc(S(=O)(=O)N2CCC(C(=O)NCc3ccccn3)CC2)cc1Cl	3	0.0	-7	0.97	-2	0.96	4	1	0
Cc1ccc(CSCc2nnc(SCC(=O)N3CCN(c4ccccc4)CC3)n2C)cc1	-13	-2.9	-3	1.1	-2	1	-2	0	7
CCn1cnc2c([N+](=O)[O-])c(NS(=O)(=O)c3ccc(C)cc3)ccc21	7	-1.3	-9	0.93	-2	1	-2	-1	1
CCN(c1ccccc1)S(=O)(=O)c1ccc(C(C(=O)OC)C(=O)OC)c([N+](=O)[O-])c1	7	-1.8	20	0.93	-1	0.93	7	-3	-1
O=c1oc(CCO)cc2ccccc12	4	1.2	-5	0.96	-2	1	-2	3	0
CC(C)OCCCNc1ccc(N2C(=O)CCCC2=O)cc1[N+](=O)[O-]	18	0.2	-5	0.82	-2	0.91	9	2	-2
CC1CC(C)CN(CCCNC(=O)CC2Oc3ccccc3NC2=O)C1 (stereo unspecified)	-1	-1.3	-4	1	1	1.1	-8	0	1
CC(Oc1ccccc1)C(=O)Nc1ccc(C(N)=O)cc1 (stereo unspecified)	-11	-0.4	1	1.1	-1	1	-2	-3	3
O=[N+]([O-])c1nn(-c2ccc3c(c2)OCCO3)n(O)c1=NCCC1=CCCCC1	6	1.2	-4	0.94	-5	0.81	19	3	1

Reprinted at random: two compounds from above
SMILES	hIAP inh	MPTP block	A3G deaminase	hIAP act	beta cell repl	mIAP activ	mIAP block	NR3A LBD binder	A3A deaminase
Cc1c(Cl)c(C(=O)NNC(=S)Nc2ccc(F)cc2)nn1C	-52	0.9	-2	1.5	0	0.84	16	-1	0
COc1ccc(S(=O)(=O)Nc2nnc(C)s2)cc1	-9	1.2	-2	1.1	-1	1	-4	0	1

Following part
SMILES	hIAP inh	MPTP block	A3G deaminase	hIAP act	beta cell repl	mIAP activ	mIAP block	NR3A LBD binder	A3A deaminase
COC(=O)C(C)Sc1nnc(Cc2cc(=O)[nH]c(=O)[nH]2)n1-c1ccc(OC)cc1 (stereo unspecified)	-1	-1.9	-2	1	-5	1.1	-11	-1	2
CCOc1ccccc1-n1nnnc1SC(C)C(=O)OC (stereo unspecified)	-21	-0.6	-7	1.2	2	1	-4	1	7
CCCOc1cccc(C(=O)NCCCNC(=O)c2cccnc2)c1	-5	1.5	-3	1.1	0	0.99	1	-2	2
CCCCc1nnc(NC(=O)c2oc3ccccc3c2C)s1	-21	0.7	-7	1.2	2	1	-2	1	-3
O=C(NCC1CCCO1)Nc1cccc(Cl)c1 (stereo unspecified)	-4	3.0	-4	1	3	1.4	-40	-2	0
CCC1=Nc2cc(C(=O)NCCCOC(C)C)ccc2Sc2ccccc21	9	0.7	-7	0.91	-3	0.92	8	-3	-2
Cc1nc(SCc2c(F)cccc2Cl)n[nH]1	15	-1.2	-1	0.85	1	0.95	5	4	2
Cc1ccc(S(=O)(=O)Nc2cccc(C(=O)NCC(c3ccccc3)N(C)C)c2)cc1F (stereo unspecified)	-2	8.2	6	1	-3	1.1	-10	x	2
COc1cccc(C(=O)N(Cc2ccc3c(c2)OCO3)Cc2nc3ccccc3c(=O)[nH]2)c1	7	0.1	1	0.93	-1	1	-4	2	5
O=C(CCNC(=O)Cn1ccc2ccccc2c1=O)NCCN1CCc2ccccc2C1	16	0.0	-4	0.84	-1	0.95	5	-1	-1
CCN(CC)S(=O)(=O)c1cc(NC(=O)C(C)N2CCc3ccccc32)ccc1C (stereo unspecified)	5	1.2	-1	0.95	-5	1.5	-49	-4	3
Cn1cc(Cl)c(C(=O)NC2CCCC2)n1	16	0.8	0	0.84	0	0.87	13	3	1
Oc1ccccc1N=Nc1nc(-c2ccccc2)c(-c2ccccc2)[nH]1	-33	76*	7	1.3	-3	0.83	17	-5	9
CCc1nnc(NC(=O)CSc2nc3[nH]ncc3c(=O)[nH]2)s1	-9	0.5	-6	1.1	-4	0.91	9	0	-2
Cc1ccc(C(=O)Cn2nnc(-c3cccs3)n2)cc1	4	2.0	-3	0.96	3	0.91	9	2	2
Cc1nn(S(=O)(=O)c2ccccc2)c(C)c1Sc1ccc([N+](=O)[O-])cc1	10	2.1	-7	0.91	-1	0.97	3	2	-2
O=C(CC(=O)N/N=C\c1ccc(F)cc1)NCCc1ccccc1	-4	-0.2	-6	1	0	1	-2	0	4
C=CCC1S/C(=N/N=C/c2cccs2)NC1=O (stereo unspecified)	-15	-0.5	-3	1.2	2	0.95	5	-1	0
O=C(N/N=C/c1ccco1)c1cccc(S(=O)(=O)Nc2ccccc2Cl)c1	10	-5.5	16	0.9	-2	0.47	54*	-2	36
COc1ccc(/C=C/C(=O)Nc2ccc(S(=O)(=O)Nc3onc(C)c3C)cc2)cc1OC	-4	0.9	-9	1	0	1	-4	0	-1
CNC(=O)CCCCC(=O)N/N=C/c1ccc(Cl)cc1Cl	-5	0.8	2	1	-2	0.92	8	-2	5
O=C(Cn1cc(Cl)ccc1=O)c1ccc(Cl)cc1	-5	1.3	-4	1.1	-2	0.95	5	0	0
O=C(CSc1nnc(-c2ccccc2)c(-c2ccccc2)n1)Nc1ncc(Cl)cc1Cl	-11	0.6	-8	1.1	0	0.84	16	-1	-2
CCCn1c(=O)c(C(=O)Nc2cccc(C)n2)c(O)c2ccccc21	-6	4.6	-3	1.1	-2	0.89	11	0	-5
CCOC(=O)c1c(C)[nH]c(C(=O)CSc2nnc(Nc3ccccc3F)s2)c1C	11	2.0	-10	0.89	0	0.93	7	3	0
N/C(=N\c1nc2ccccc2o1)NC(=O)c1ccccc1	-10	1.4	61*	1.1	-2	1.1	-8	-13	0
COc1ccccc1CNC(=O)N1CCN(c2ccccc2)CC1	-8	1.7	-4	1.1	-3	1	-3	-1	-1
COc1ccccc1NC(=S)N/N=C/c1cccc(C)c1	-18	3.3	-2	1.2	0	1	-4	-7	6
O=C(CCc1ccccc1)Nc1cccc([N+](=O)[O-])c1	-17	-0.7	-2	1.2	-2	0.88	12	-3	0
O=C(CS(=O)(=O)Cc1ccccc1)N1CCc2ccccc21	10	-2.0	-6	0.9	-1	1	-5	-1	-5
Cc1cc(C)nc(NC(=O)c2cccs2)c1	9	1.1	-6	0.91	-2	1.1	-7	-2	-2
COc1ccc(C(OC(=O)c2ccco2)C(=O)NC2CCCCC2)cc1OC (stereo unspecified)	-17	-0.3	1	1.2	1	1	-4	-2	1
O=C(O)CNS(=O)(=O)c1ccc2c(c1)CCCC2	-19	-1.2	-4	1.2	-1	1.1	-13	1	-6
COc1cc(C=O)ccc1OCCCOc1ccccc1[N+](=O)[O-]	5	-1.9	-6	0.95	1	1.1	-7	2	-5
Cc1ccc(C(=O)Nn2c(N)c(S(=O)(=O)c3ccc(C)cc3)c3nc4ccccc4nc32)cc1	-10	20	-1	1.1	1	1.1	-12	7	2
COc1ccc2c(c1)C(C)(CCN)C(=O)N2C (stereo unspecified)	3	-1.1	-6	0.97	-1	0.92	8	-1	-1
CN1CC=C2C(C#N)=C(N)C(C#N)(C#N)C(c3ccsc3)C2C1 (stereo unspecified)	-30	-3.5	-8	1.3	-2	0.88	12	1	-7
O=C(COc1cc(Cl)ccc1Cl)Nc1ccc2c(c1)CCC2	6	13	-5	0.94	-2	1.1	-12	-2	1
CSCC(C)N1CCC(CO)(CCCc2ccccc2)CC1 (stereo unspecified)	-13	-1.7	-6	1.1	2	0.99	1	-1	-1
CCOc1ccc(/C=C2/C(=O)N(c3ccc(OC)cc3)C(=S)N2CC(=O)OC)cc1OCC	-3	0.0	-7	1	-3	0.88	12	0	-1
Cc1ccc(S(=O)(=O)N(C)C)cc1NC(=S)NCCc1ccccn1	2	0.0	-2	0.98	-1	0.98	2	-8	0
CCOc1ccc(CCNC(=O)CCc2nnc3ccc(N4CCOCC4)nn23)cc1	2	-2.2	2	0.98	-4	0.84	16	2	0
COc1ccc(NC(=O)CSc2n[nH]c(N)n2)cc1OC	9	-0.3	-3	0.91	-3	0.93	7	0	-5
Nc1ncnc2oc(-c3ccco3)c(-c3ccco3)c12	14	2.9	84	0.86	-1	0.29	71*	0	84
